# N-glyco inh: N-linked glycosylation inhibition. D54 ERlucT glycosylation luciferase reporter, 24 h; percent of 100 nM tunicamycin response. reporter increase, % at 12.5 µM. actives 0.23% (n = 360,000). AID 588692;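 active = mean luciferase reporter signal, scaled so untreated is 0 and the glycosylation-blocking control 100, at or above a set limit in every replicate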;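 note: luciferase carries N-glycosylation sites so blocking glycosylation raises the light; 0% = median of neutral control wells and 100% = median of 100 nM tunicamycin wells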
# Granule exo inh: lytic granule exocytosis inhibition. actives 0.66% (n = 360,000). inhibition, % at 10 µM. TALL-104 LAMP-1 surface exposure, flow cytometry; cells stimulated with thapsigargin and PMA. AID 651702;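 active = inhibition above about 55%, limit read from the data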
# MC4R barr agon: activates human MC4R beta-arrestin recruitment | activation, % at 8.9 µM | U2OS MC4R beta-arrestin complementation, luminescence; percent of melanotan II response, DMSO zero | actives 0.98% (n = 360,000) | AID 540308 | P32245;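 active = activation above a per-plate cutoff, the mean activation of sample wells on that plate plus 3 SD, cut at about 8% in these data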
# Target sequence (P32245 whole entry, looked up): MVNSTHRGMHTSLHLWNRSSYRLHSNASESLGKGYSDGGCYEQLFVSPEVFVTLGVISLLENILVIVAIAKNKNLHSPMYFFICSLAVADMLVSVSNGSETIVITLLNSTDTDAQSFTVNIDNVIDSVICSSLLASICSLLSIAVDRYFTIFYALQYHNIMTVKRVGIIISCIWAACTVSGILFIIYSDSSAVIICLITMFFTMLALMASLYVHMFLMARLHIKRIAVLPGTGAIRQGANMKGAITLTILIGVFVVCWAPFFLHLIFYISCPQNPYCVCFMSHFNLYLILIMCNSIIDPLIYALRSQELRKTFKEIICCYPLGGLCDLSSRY
# PDI inh: blocks human protein disulfide isomerase activity; P07237; PDI insulin aggregation turbidity, A650, 90 min; inhibition, % at 10 µM; actives 0.052% (n = 350,000);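 active = mean inhibition across replicates of 30% or more, whatever share of single replicates reach that level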;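 note: absorbance from insulin aggregation driven by PDI reduction with DTT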
# ABCB6 inh MLPCN: inhibitors of human ABC transporter ABCB6; fluorescence ratio to DMSO, % at 10 µM; AID 602162; actives 0.19% (n = 360,000); K562-ABCB6 porphyrin accumulation, flow cytometry, 1 h; hits give low values;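 active = fluorescence ratio to DMSO below 75%, the collection mean minus 3 SD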;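 note: signal is porphyrin accumulated inside mitochondria; 100% equals median channel fluorescence of DMSO control wells; lower ratio means ABCB6 inhibition with less porphyrin fluorescence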
# CaV13 FRET inh: Primary screen for inhibitors of IQ motif and Ca2+-dependent inactivation inhibitor domain binding in CACNA1D, Förster resonance energy transfer in living cells, …; HEK cells, CFP/YFP FRET ICDI-IQ, plate reader, 10 min; percent FRET-ratio fall versus neutral wells; inhibition, % at 12.3 µM; actives 0.098% (n = 340,000);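 active = mean replicate inhibition of at least 30% and at least 1% of replicates passing that level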;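 note: 0% = median of the neutral control wells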
# m5-HT2A agonist: activates the mouse 5-HT2A serotonin receptor | P35363 | CHO-K1 mHTR2A beta-arrestin complementation, luminescence; percent of 30 µM serotonin response | activation, % at 7.6 µM | actives 0.66% (n = 360,000) | AID 624169;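 active = activation above a run cutoff, the mean activation of all tested compounds plus 3 SD, cut at about 14% in these data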;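 note: 0% = plate median of compound wells and 100% = 30 µM serotonin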
# H9c2 protect: modulators protecting cardiomyocytes from myocardial damage | actives 0.63% (n = 360,000) | protection from H2O2 cell death, % at 20 µM | H9c2 cardiomyocytes, H2O2 injury protection, ATPLite, 2 h | AID 588492;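 active = compounds giving at least 50% protection of heart cells from peroxide-induced death in the single-dose screen, raw or plate-pattern-corrected value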;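 note: 0% = DMSO wells with peroxide and 100% = DMSO wells without peroxide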
# ABHD5 PLIN5 PPI: ABHD5-PLIN5 protein interaction inhibition | Q00G26+Q8WTS1 | Split G. princeps luciferase complementation, luminescence, 4 h | inhibition, % at 4 µM | actives 0.78% (n = 360,000) | AID 602281;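 active = inhibition above the mean inhibition across every tested compound plus 3 SD, cut at about 22% in these data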;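 note: 0% = DMSO only wells and the 100% control is not disclosed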
# MC4R antagonist: blocks human MC4R cAMP signaling; P32245; MC4R-expressing cells, MTII-stimulated cAMP, LANCE TR-FRET; inhibition, % at 6.5 µM; actives 0.48% (n = 360,000); AID 540295;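 active = inhibition above its plate's cutoff, the mean of tested wells on that plate plus 3 SD, cut at about 29% in these data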;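 note: 0% = Melanotan II alone and 100% = Melanotan II plus saturating MCL0020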
#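 Material: U2OS-MC4R stable cell line | Reagent: Melanotan II challenge after compound preincubation | Doses: One concentration, 6.5 µM nominal | Incubation: 30-min compound preincubation, 1-h Melanotan II challenge, 1-h detection, room temperature | Signal: TR-FRET cAMP assay | Replicates: One well per compound, no replicates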
# Active calls of the source: *.
SMILES,N-glyco inh,Granule exo inh,MC4R barr agon,PDI inh,ABCB6 inh MLPCN,CaV13 FRET inh,m5-HT2A agonist,H9c2 protect,ABHD5 PLIN5 PPI,MC4R antagonist
O=C(CCN1CCN(CCO)CC1)N1c2ccccc2Sc2ccc(C(F)(F)F)cc21,-2.5,4.8,-0.5,-6.6,97.0,-4.8,-2.2,-2.5,-0.2,2.5

# Screening results deposited in PubChem BioAssay by several laboratories.

# This is a subset; the hit share may differ from the screen's.
